Screens from PubChem BioAssay.
CHOP inhibitor: inhibitors of CHOP induction in ER stress response | inhibition, % at 10 µM | AID 2732 | CHO-K1 CHOP-promoter luciferase, tunicamycin-induced, 15-18 h | 3.8% of 220,000 active;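 active means compounds that reduced the stress-induced luciferase reporter signal by more than about 70% of percent inhibition, limit read from the data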;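 further: 0% = tunicamycin plus vehicle and 100% = wells without tunicamycin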
p47phox inh: blocks human p47phox regulatory protein of NADPH oxidases; 0.53% of 220,000 active; p47phox/p22phox peptide binding, fluorescence polarization, 2 h; AID 1274; inhibition, % at 24.7 µM;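 active means inhibition above about 30%, limit read from the data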;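 further: 0% = p47phox with labelled peptide and 100% = labelled peptide alone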
PPC-1+TRAIL kill: PPC-1 cancer cell killing with TRAIL present; 0.41% of 220,000 active; cell killing (% activity), % at 4 µM; AID 1443; PPC-1 cells + TRAIL, ATPLite viability luminescence;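 active means cell killing above 50% in the first pass at 4 µM, then a duplicate retest at 5 µM averaging 50% or more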;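 further: plate controls were cells with TRAIL plus DMSO for no effect and medium-only wells lacking cells for full effect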
EBV gp42 block: inhibitors of Epstein-Barr virus glycoprotein 42; inhibition, % (tested at 21.74 µM); AID 1085; 0.42% of 220,000 active; Fluorescence polarization binding assay, mP read-out; in the data active means inhibition above about 50%
TNF necrop inh: inhibitors of TNF-alpha induced necroptosis in Jurkat FADD-/- cells | Jurkat FADD-/- TNF necroptosis rescue, ATP luminescence, 24 h; 0 = TNF only, 100 = no-TNF cells | activation (protection from cell death), % at 10 µM | 0.068% of 220,000 active | AID 463075;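 active means activation, meaning protection from cell death, of at least 50% relative to plate controls; inactive means activation below 50%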;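 further: necroptosis triggered by 40 ng/mL TNF-alpha added together with compound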
zfTRPN1 agonist: activates the zebrafish TRPN1 channel. HEK293 zebrafish TRPN1-YFP, Fluo-8 calcium fluorescence; 100% = response to 87 µM carbachol. 0.18% of 220,000 active. activation, % at 3 µM;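 active means activation above its plate's cutoff, the mean activation of test wells on that plate plus 3 SD, cut at about 19% in these data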;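 further: 0% = DMSO alone and 100% = 87 µM carbachol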
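Control set: carbachol 87 µM as high control, DMSO as low control; system: HEK293 stable line with zebrafish TRPN1-YFP; read-out: % activation versus carbachol response; detection: intracellular calcium fluorescence with Fluo-8; doses: single test compound dose, 3 µM nominal, 0.3% DMSO; schedule: dye 1 h 37 °C plus 30 min RT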
Runt-SMMHC FRET: Runt domain-CBFb-SMMHC interaction inhibition | Q01196+Q13951 | Cerulean-Runt/Venus-CBFb-SMMHC FRET ratio 530/480, 1 h | inhibition, % at 20 µM | 0.74% of 220,000 active;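 active means mean inhibition across duplicate retests at 20 µM reaching about 50%, limit read from the data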;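 further: 0% = DMSO wells and 100% = wells with excess untagged CBFb-SMMHC; inhibitors lower the FRET ratio by blocking Runt binding to CBFb-SMMHC; some results filed as inactive read as strong as hits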
Mdm2 ligase inh: inhibitors of human Mdm2 E3 ubiquitin ligase; Q00987; cell-based MDM2 ubiquitination luciferase reporter, 2 h; 0 = plate control, 100 = twice control, blank-subtracted; signal enhancement, % at 5 µM; 0.11% of 210,000 active; AID 1230;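 active means signal enhancement of 30% or more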;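 further: luminescence tracks abundance of the self-degrading MDM2-luciferase fusion protein; higher signal means inhibition of MDM2 E3 ligase activity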
Target sequence (Q00987 whole entry, looked up, the tested form may be a part): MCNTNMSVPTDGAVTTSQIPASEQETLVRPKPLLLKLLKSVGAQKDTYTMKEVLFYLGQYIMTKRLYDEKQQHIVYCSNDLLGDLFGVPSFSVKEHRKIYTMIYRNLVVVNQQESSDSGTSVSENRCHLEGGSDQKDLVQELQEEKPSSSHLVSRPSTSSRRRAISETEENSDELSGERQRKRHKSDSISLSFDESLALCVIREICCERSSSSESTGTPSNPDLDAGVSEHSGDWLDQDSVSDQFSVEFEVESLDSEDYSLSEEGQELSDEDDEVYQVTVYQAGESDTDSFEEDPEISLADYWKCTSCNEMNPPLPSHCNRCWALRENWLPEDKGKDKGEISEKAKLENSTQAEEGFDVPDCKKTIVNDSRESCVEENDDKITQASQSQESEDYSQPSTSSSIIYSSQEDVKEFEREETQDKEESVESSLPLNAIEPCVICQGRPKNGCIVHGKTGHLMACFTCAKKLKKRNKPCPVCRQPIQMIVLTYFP
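Material: stable MDM2–luciferase fusion reporter cells / Quantity: 2000 cells/well / Dosing: single 5 µM compound dose, 0.2% final DMSO / Buffer or medium: DMEM / Schedule: 4 h cell settling then 2 h compound exposure, 37 °C / Detection: luminescence with SteadyLite reagent, 15 min at room temperature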
TRPML3 agonist: human mucolipin-3 channel agonism. Q8TDD5. 0.29% of 220,000 active. HEK293 TRPML3-YFP, Fluo-8 calcium fluorescence; 100% = the carbachol control signal. activation, % at 3 µM;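 active means activation above its plate's cutoff, the mean activation of the plate's test wells plus 3 SD, cut at about 12% in these data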;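 further: 0% = DMSO only wells and 100% = carbachol wells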
Target sequence (Q8TDD5 whole entry, looked up): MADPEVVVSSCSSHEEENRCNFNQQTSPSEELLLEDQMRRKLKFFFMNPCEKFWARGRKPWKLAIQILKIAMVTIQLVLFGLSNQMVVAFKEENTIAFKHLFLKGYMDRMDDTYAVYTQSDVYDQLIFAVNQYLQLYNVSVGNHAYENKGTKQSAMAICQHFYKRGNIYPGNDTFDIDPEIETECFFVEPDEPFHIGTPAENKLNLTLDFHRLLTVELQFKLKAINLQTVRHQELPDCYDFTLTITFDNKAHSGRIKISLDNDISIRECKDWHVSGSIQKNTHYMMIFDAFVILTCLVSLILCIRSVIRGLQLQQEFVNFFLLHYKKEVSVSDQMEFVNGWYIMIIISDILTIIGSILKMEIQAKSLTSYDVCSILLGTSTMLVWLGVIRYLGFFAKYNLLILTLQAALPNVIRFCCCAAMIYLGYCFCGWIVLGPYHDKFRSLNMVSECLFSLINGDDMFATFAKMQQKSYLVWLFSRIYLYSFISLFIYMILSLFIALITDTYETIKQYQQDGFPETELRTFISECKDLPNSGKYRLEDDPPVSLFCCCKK
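Test system: HEK293 cells stably carrying human TRPML3-YFP; Doses: single dose, 3 µM final nominal compound, 0.3% DMSO final; Schedule: dye loading 1 h 37 °C then 30 min ambient, 125 s read; Technique: Fluo-8 calcium fluorescence; Benchmarks: high control carbachol 87 µM, low control DMSO.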
* marks the source's active call; other numbers are inactive results; nt = no result given.

[1] Cc1ccc(C(=O)c2c(NC(=O)CSc3nnc(N)s3)sc3c2CCCC3)cc1
[2] COC1=C(Nc2ccc(C)cc2)C(=O)c2ccccc2C1=O
[3] Cc1ccc(NC(=O)COC(=O)CCNS(=O)(=O)c2ccc(C)c(C)c2)cc1
[4] COCCNC(=O)C1CCC(Cn2c(=S)[nH]c3ccccc3c2=O)CC1 (centres undefined)
[5] O=C1NC(c2ccc(-c3ccccc3[N+](=O)[O-])o2)C(C(=O)c2ccc(F)cc2)C(O)(C(F)(F)F)N1 (centres undefined)
[6] O=C(COC(=O)/C=C/c1ccc(F)cc1)Nc1ccccc1-c1ccccc1
[7] Cc1ccc(NC(=O)Nc2ccc3oc(C)nc3c2)cc1
[8] CCS(=O)(=O)N1Cc2ccccc2CC1C(=O)Nc1nc2ccc(F)cc2s1 (centres undefined)
screen / no.	1	2	3	4	5	6	7	8
CHOP inhibitor	30	5	7	27	12	22	-10	20
p47phox inh	-50	3	-1	-10	-4	-8	-15	-32
PPC-1+TRAIL kill	-6	25	14	-47	24	0	48	17
EBV gp42 block	-11	9	-16	-1	21	-21	-37	-20
TNF necrop inh	-1.0	-1.1	4.0	1.6	-3.9	1.9	-0.1	4.0
zfTRPN1 agonist	-1.9	0.1	-0.5	2.1	-0.7	0.7	2.4	-0.4
Runt-SMMHC FRET	2	-5	1	-2	3	-2	-7	-6
Mdm2 ligase inh	-3	-11	5	-11	-14	nt	-43	1
TRPML3 agonist	-0.4	0.2	0.2	0.9	0.3	-0.6	-0.3	0.1

A different layout for some results above:
Sequence of screens – CHOP inhibitor | p47phox inh | PPC-1+TRAIL kill | EBV gp42 block | TNF necrop inh | zfTRPN1 agonist | Runt-SMMHC FRET | Mdm2 ligase inh | TRPML3 agonist
8: CCS(=O)(=O)N1Cc2ccccc2CC1C(=O)Nc1nc2ccc(F)cc2s1 (centres undefined)
 : 20 | -32 | 17 | -20 | 4.0 | -0.4 | -6 | 1 | 0.1
2: COC1=C(Nc2ccc(C)cc2)C(=O)c2ccccc2C1=O
 : 5 | 3 | 25 | 9 | -1.1 | 0.1 | -5 | -11 | 0.2

The list goes on:
[9] Oc1c(Br)cc(C2N=C(c3ccccc3Cl)NO2)cc1Br (centres undefined)
[10] CC(=O)NC(c1ccc(Cl)cc1)c1c(O)ccc2ccc(O)cc12 (centres undefined)
[11] CCOC(=O)/C(C(N)=NCc1ccco1)=C(/O)c1ccccc1
[12] c1ccc(-c2ccccc2-n2cnnn2)cc1
[13] O=C(O)C1CC(c2ccccc2)=Nc2ccccc2S1 (centres undefined)
[14] O=C1N(Cc2cccnc2)C[C@@H]2C[C@@H](c3cccc(OC4CCCC4)c3)N3CCC[C@@]123
[15] O=C(NC(=S)Nc1nc(-c2ccc(Cl)cc2)cs1)c1cccs1
[16] COc1ccc(-c2nnn(CC(=O)N(CC(=O)NC3CCCC3)c3cccc(C)c3)n2)cc1OC
screen / no.	9	10	11	12	13	14	15	16
CHOP inhibitor	23	1	23	-3	-10	15	22	24
p47phox inh	-17	-15	-12	-6	-18	-25	4	-4
PPC-1+TRAIL kill	13	-7	5	21	18	0	4	5
EBV gp42 block	-32	-6	-19	1	1	-7	-23	6
TNF necrop inh	-0.7	-8.0	0.1	0.2	0.4	0.0	0.4	-0.5
zfTRPN1 agonist	-0.3	-0.7	-0.5	-1.4	-2.2	-1.4	0.2	0.1
Runt-SMMHC FRET	2	2	0	-4	0	-6	0	1
Mdm2 ligase inh	-9	-22	-18	7	-9	0	-23	-6
TRPML3 agonist	0.3	-0.2	-0.3	0.4	-1.2	0.4	1.1	-0.5

[17] Cn1c(CNc2ccccc2)cc(=O)n(C)c1=O
[18] CCOc1ccc(S(=O)(=O)n2cc(F)c(=O)[nH]c2=O)cc1
[19] c1ccc(-n2ncc3c2ncn2nnnc32)cc1
[20] C[C@@H]1C=C(C(=O)N2CCN(Cc3ccc4c(c3)OCO4)CC2)O[C@H](OCCCCO)C1
[21] CC(=O)N1CCc2cc(Br)cc(S(=O)(=O)CCC(=O)Nc3c(C)n(C)n(-c4ccccc4)c3=O)c21
[22] O=C(NCc1ccco1)c1cnn2cccnc12
[23] Nn1c(SCC(=O)Nc2cc(S(=O)(=O)N3CCOCC3)ccc2Cl)nnc1-c1cccnc1
[24] CCOC(=O)c1oc2ccccc2c1CN1CCOCC1
screen / no.	17	18	19	20	21	22	23	24
CHOP inhibitor	18	-4	15	-2	24	31	3	15
p47phox inh	-15	-10	-3	-3	3	-15	-16	-8
PPC-1+TRAIL kill	2	21	6	8	6	8	3	10
EBV gp42 block	-11	5	-9	-10	-6	-12	-15	-24
TNF necrop inh	-3.3	0.0	-0.2	0.4	0.4	-0.2	0.0	-2.3
zfTRPN1 agonist	1.1	0.2	-0.3	1.4	-1.5	-1.1	-0.1	1.4
Runt-SMMHC FRET	1	-4	-4	-2	-2	0	-3	-1
Mdm2 ligase inh	-21	-5	3	nt	19	-6	-9	-47
TRPML3 agonist	0.5	-0.4	0.7	0.7	0.5	-0.3	0.4	0.6

3 compounds already listed, ordered by their value in TRPML3 agonist, largest number first:
| nr | SMILES | TRPML3 agonist |
| --- | --- | --- |
| 20 | C[C@@H]1C=C(C(=O)N2CCN(Cc3ccc4c(c3)OCO4)CC2)O[C@H](OCCCCO)C1 | 0.7 |
| 21 | CC(=O)N1CCc2cc(Br)cc(S(=O)(=O)CCC(=O)Nc3c(C)n(C)n(-c4ccccc4)c3=O)c21 | 0.5 |
| 23 | Nn1c(SCC(=O)Nc2cc(S(=O)(=O)N3CCOCC3)ccc2Cl)nnc1-c1cccnc1 | 0.4 |

Next part.
[25] COc1ccccc1NC(=O)Cc1cccs1
[26] O=c1c(Cc2ccccc2)c(O)ccn1C1CCCCCCC1
[27] COc1ccc(C(=O)C2CCCN(S(=O)(=O)c3cccnc3)C2)c(C)c1 (centres undefined)
[28] CN(CC(=O)NCc1ccco1)S(=O)(=O)c1ccc2c(c1)n(C)c(=O)c(=O)n2C
[29] CC(=O)c1c(C)[nH]c(C(=O)Nc2ccc3c(c2)OCCO3)c1C
[30] CCN(CC)CCN1C2=C(C(=O)CC(C)(C)C2)C(c2cccc(F)c2)C2=C1CC(C)(C)CC2=O
[31] CC(c1ccccn1)N(CCN(C)C)C(=S)Nc1cccc(F)c1 (centres undefined)
[32] COc1cccc(C(=O)C2CCCN(Cc3cn(CC(N)=O)c4ccccc34)C2)c1 (centres undefined)
screen / no.	25	26	27	28	29	30	31	32
CHOP inhibitor	22	34	21	5	14	25	1	27
p47phox inh	-6	-9	17	-13	-2	0	-8	-9
PPC-1+TRAIL kill	15	-1	19	2	29	28	17	0
EBV gp42 block	-20	-7	12	-20	-5	140*	-27	-9
TNF necrop inh	-0.2	6.8	1.0	-0.7	-4.1	2.4	1.2	3.2
zfTRPN1 agonist	-0.3	-1.1	0.4	1.5	0.6	-0.9	-0.9	0.6
Runt-SMMHC FRET	-3	0	1	-2	-5	86*	-5	-3
Mdm2 ligase inh	-13	-9	-3	-6	-35	14	-9	-9
TRPML3 agonist	-0.2	0.7	0.3	0.5	-0.1	-0.8	0.2	1.4

[33] CC(Oc1ccccc1)C(=O)N/N=C/c1ccccn1 (centres undefined)
[34] COc1cc2nc(CN3CCN(C(C)=O)CC3)[nH]c(=O)c2cc1OC
[35] CC(=O)c1c(C)nc(-c2ccc(OCC(=O)Nc3ccc(F)cc3)cc2)n1O
[36] COc1ccc(-n2c(C)cc(C(=O)CN3C(=O)NC4(CCCc5sccc54)C3=O)c2C)cc1 (centres undefined)
[37] CCCOC(=O)c1ccc(Nc2nc(C)cc(=O)[nH]2)cc1
[38] Cc1cc2nc3c(nc2cc1C)C1(C(=O)N(C)C)CCC3(C)C1(C)C (centres undefined)
[39] CCS(=O)(=O)c1ccc(O)c(NC(=O)Nc2ccccc2)c1
[40] C/C(=N/NC(=O)c1ccco1)c1ccc(NC(=O)c2ccc(F)cc2)cc1
screen / no.	33	34	35	36	37	38	39	40
CHOP inhibitor	29	-3	-10	40	-5	12	33	-24
p47phox inh	-6	-6	-17	-20	-16	-7	-11	-3
PPC-1+TRAIL kill	7	19	nt	-2	4	26	7	19
EBV gp42 block	-6	-13	0	-7	-5	-23	10	-17
TNF necrop inh	-1.1	0.3	0.7	4.2	-2.4	-1.8	1.6	1.9
zfTRPN1 agonist	-0.1	-0.3	0.6	0.4	-1.0	-0.6	0.2	2.1
Runt-SMMHC FRET	2	-1	5	-5	3	-1	-3	0
Mdm2 ligase inh	-9	0	-6	-6	-4	nt	-7	11
TRPML3 agonist	0.6	0.2	0.0	0.5	0.1	0.5	-0.2	-0.4

[41] Cc1csc(NC(=O)c2ccc(S(C)(=O)=O)cc2)n1
[42] CCOC(=O)C(C)n1nc(C)c2sc3ccccc3c2c1=O (centres undefined)
[43] COc1ccc(CN=CC2=C(O)CNC2=O)cc1OC
[44] COc1ccccc1CCNC(=O)CSc1nnc2ccc(-c3ccncc3)nn12
[45] O=C(CSc1nnc(-c2ccc3c(c2)OCO3)o1)Nc1ncc(C(F)(F)F)cc1Cl
[46] O=C(CSc1nnc(-c2cccc(S(=O)(=O)N3CCCCC3)c2)o1)NCCC1=CCCCC1
[47] CCN(CC)S(=O)(=O)c1ccc(NC2CCCc3ccccc32)nc1 (centres undefined)
[48] O=C(Cn1c(=S)[nH]c2ccccc2c1=O)N1CCc2ccccc2C1
screen / no.	41	42	43	44	45	46	47	48
CHOP inhibitor	-6	33	-3	9	-12	24	32	12
p47phox inh	-6	-20	-7	8	-132	-13	-2	-3
PPC-1+TRAIL kill	12	nt	8	13	18	1	22	10
EBV gp42 block	-24	-22	-15	-4	-34	-20	-2	2
TNF necrop inh	1.5	-0.8	-0.4	0.4	0.5	2.5	1.9	-0.2
zfTRPN1 agonist	0.3	-2.1	1.9	0.2	-0.9	-0.7	-0.9	0.1
Runt-SMMHC FRET	1	-2	5	1	-2	-4	2	0
Mdm2 ligase inh	-28	-11	1	0	-12	-13	-4	3
TRPML3 agonist	0.5	-1.5	0.8	0.2	0.3	0.2	0.6	0.7

[49] COCCN(C(=S)Nc1cc(C)ccc1C)C(C)c1cccnc1 (centres undefined)
[50] COc1ccc(C2Nc3ccccc3C(=O)N2c2ccccc2)cc1COc1ccccn1 (centres undefined)
[51] CCOC(=O)n1c(=O)n(Cc2ccc(Cl)cc2Cl)c2ccccc21
[52] Cc1cccc(C)c1N=Cc1c(C(F)(F)F)[nH][nH]c1=O
[53] O=C1c2ccccc2C(Nc2ccc3c(c2)OCO3)N1Cc1ccc2c(c1)OCO2 (centres undefined)
screen / no.	49	50	51	52	53
CHOP inhibitor	11	-8	81*	17	14
p47phox inh	2	-8	0	-3	3
PPC-1+TRAIL kill	3	4	17	2	0
EBV gp42 block	-2	-13	2	-2	-1
TNF necrop inh	1.0	-4.7	-4.8	0.0	-2.9
zfTRPN1 agonist	0.3	-0.6	-1.5	-0.3	-1.5
Runt-SMMHC FRET	1	5	-2	-4	32
Mdm2 ligase inh	3	0	-13	-3	-15
TRPML3 agonist	0.8	-0.7	-0.8	1.1	-0.8
